SW480 rereplic – induces DNA re-replication in SW480 colon adenocarcinoma cells. SW480 DNA re-replication, Hoechst DNA content imaging, 48 h. AID 624297. 340,000 tested, 1.8% active. Potency, µM (titrated, usually from 46.1 µM), for inactives: at the highest dose re-replication activation, usual class: activators; also: potency is read from the fitted curve at half-maximal effect; % of control where 0% means no effect; nearly all actives have a fitted effect of over 55% in size
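SW480 cells exposed to compounds for 48 hr at 37 C, 5% CO2, then Hoechst-stained 40 min. Nuclear DNA content imaged by fluorescence scanning (405 nm excitation, 500-530 nm emission); re-replication scored as increased high-intensity nuclei.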
MCF10A rerep – induces DNA re-replication in MCF 10a normal breast cells | AID 624296 | Potency, µM (highest dose often 46.1 µM), for the others: top-dose activity, positive = re-replication, actives largely listed as activators | 350,000 tested, 2.9% active | MCF 10A DNA re-replication, Hoechst nuclear intensity, 48 h; also: potency is read from the fitted curve at half-maximal effect; % of control where 0% means no effect; nearly all actives have a fitted effect of over 50% in size
KB-3-1 cytotox – kills parental KB-3-1 adenocarcinoma cells. KB-3-1 viability, CellTiter-Glo ATP luminescence, 72 h. Potency, µM (top dose mostly 46.1 µM), without a hit: at the top dose activity change, negative = cytotoxic, most hits filed as cytotoxic. 400,000 tested, 1.4% active; also: potency is read from the fitted curve at half-maximal effect; % is scaled to controls: 0 for no effect and ±100 for the full control effect; nearly all actives have a fitted effect of over 60% in size
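KB-3-1 cells, DMEM (no phenol red) + 10% FBS; compound by pin transfer, 72 h, 37 °C. Readout: CellTiter-Glo luminescence after 10 min. Data normalized, curve-fitted.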
ATXN2 expr inh – inhibitors of ATXN2 expression; HEK-293 ATXN2-luciferase reporter, luminescence, 24 h; Potency, µM (top dose mostly 57 µM), inactives show top-dose activity change, negative = inhibition, usual class: inhibitors; 360,000 tested, 0.72% active; also: potency is read from the fitted curve at half-maximal effect; % is scaled to controls: 0 for no effect and ±100 for the full control effect; nearly all actives have a fitted effect of over 55% in size
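qHTS (up to 57 uM final) was run with 24 h compound exposure of reporter cells at 37 °C. Each well was multiplexed: SteadyGlo luminescence measured ATXN2-luciferase expression after a fluorogenic Gly-Phe-AFC viability readout (25 uM final).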
HT1080 IDH1KD tx – kills HT-1080 cells with IDH1 knockdown. HT-1080 IDH1 knockdown viability, ATP luminescence, 48 h. Potency, µM (top dose mostly 46.1 µM), for the others: at the top dose activity, negative = toxicity, hits mostly cytotoxic. 360,000 tested, 2% active. AID 686971;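 also: potency is read from the fitted curve at half-maximal effect; 0% = DMSO wells and -100% = cell-free medium wells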
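IDH1KD HT-1080 cells, 750/well, RPMI + 5% FBS; compound pinned after 2 h settling; 48 h, 37 °C; CellTiter-Glo luminescence; % activity normalised to DMSO and no-cell wells; curves fitted, classed by r2 and efficacy.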
IL1B secr inh – inflammasome signaling inhibition, IL-1 beta readout | THP-1 LPS/ATP IL-1B secretion, AlphaLISA, 16 h; hits give low values | AID 743279 | 360,000 tested, 4.7% active | activity change, % at 57.5 µM; in the data active = activity change below about -50%; inconclusive = mostly about -30% to -49%; also: % is scaled to controls: 0 for no effect and ±100 for the full control effect
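THP-1 cells pretreated 1 hr with compounds (up to 57.5 uM final), then stimulated with LPS (250 ng/mL final) plus ATP (1.25 mM final); secreted IL-1B measured by AlphaLISA after 16 hr, decreased signal indicating inhibition.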
KB-V1 MDR tox – kills drug-selected multidrug resistant KB-V1 cells. KB-V1 MDR cells viability, CellTiter-Glo, 72 h. Potency, µM (titrated, usually from 46.1 µM), without a hit: top-dose activity change, negative = cytotoxicity, hits mostly cytotoxic. 400,000 tested, 3.4% active; also: potency is read from the fitted curve at half-maximal effect; % is scaled to controls: 0 for no effect and ±100 for the full control effect; nearly all actives have a fitted effect of over 60% in size
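KB-V1, DMEM (no phenol red) + 10% FBS; cpd pin-transferred, titration series; 72 h, 37 degrees C; CellTiter-Glo, luminescence. Data normalized, curve-fit.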
S2 tox – reduces viability in counter-screen for ATXN expression inhibitors | 400,000 tested, 0.49% active | AID 651635 | Potency, µM (top dose mostly 56.7 µM), usual class: cytotoxic | S2 cells (HEK-293 line with an ATXN2-luciferase reporter) viability, CellTiter-Fluor protease fluorescence, 24 h; also: potency is read from the fitted curve at half-maximal effect; nearly all actives have a fitted effect of over 40% in size
HT1080-NT tox – kills 2HG-producing HT-1080-NT fibrosarcoma cells; HT-1080-NT fibrosarcoma viability, CellTiter-Glo ATP luminescence, 48 h; Potency, µM (highest dose often 46.1 µM), without a hit: at the highest dose activity, negative = less viability, hits mostly cytotoxic; 360,000 tested, 1.6% active; AID 686970;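 also: NT is the 2HG producing partner of a matched IDH1 knockdown line; potency is read from the fitted curve at half-maximal effect; 0% = DMSO-treated cells and -100% = media-only wells without cells; nearly all actives have a fitted effect of over 55% in size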
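Read-out is CellTiter-Glo luminescence after 10 minutes at room temperature, following 48 hours' compound treatment of HT-1080-NT cells (750 cells/well, RPMI, 5% FBS, 37 degrees C).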
An asterisk follows results filed as active; i = inactive; ? = inconclusive; . = not tested or not shown; [ ] = another dose, or the depositor's remark. Unless noted, calls follow the shape of the dose curve; as a rule, active = well fitted curve in the direction sought with a large enough effect; inconclusive = small, poorly fitted or top-dose-only effect, or another doubt; inactive = no such curve, though single readings can be large; an effect the other way counts as inactive or inconclusive.

SMILES	SW480 rereplic	MCF10A rerep	KB-3-1 cytotox	ATXN2 expr inh	HT1080 IDH1KD tx	IL1B secr inh	KB-V1 MDR tox	S2 tox	HT1080-NT tox
COc1ccccc1N1CCN(C(=O)Cc2cccs2)CC1	-5%	9%	-8%	8%	3%	1	-10%	i	2%
CC(=O)c1cccc(NC(=S)N2CCN(c3ccccn3)CC2)c1	1%	-6%	.	9%	1%	-6	.	i	0%
COc1cc(/C=N/NC(=O)c2ccc(O)cc2)ccc1OCC(=O)N1CC(C)OC(C)C1 (stereo not given)	-6%	-15%	11%	-13%	0%	22	4%	i	-13%
CCOC(=O)CSc1nnc(CCc2nc3ccccc3[nH]2)n1C	-3%	4%	1%	-3%	8%	49	23%	?	8%
Cn1c(Oc2ccccc2NCc2cccc(Br)c2)cc(=O)n(C)c1=O	-1%	11%	-1%	4%	-19%	33	-17%	i	-24%
CC(C)C(=O)Nc1cccc(C(=O)Nc2nnc(CC(C)(C)C)s2)c1	.	.	0%	5%	.	.	-8%	i	.
C=CCN(c1ccccc1)S(=O)(=O)c1cccc(C(=O)NCc2ccncc2)c1	-6%	3%	-13%	4%	-2%	-11	?	i	-3%
COc1ccc(OC)c(CCNC(=O)CCn2ccc3cc(S(=O)(=O)N4CCCC4)ccc32)c1	-4%	-6%	-13%	-10%	-7%	-30	-8%	i	-2%
CCn1c(SCC(=O)c2ccc(NS(=O)(=O)c3ccccc3)cc2)nnc1-c1cccs1	-7%	12%	-2%	.	-3%	1	1%	.	-4%
COc1ccc(Cl)c(Cn2c(NCC(C)O)nc3c2c(=O)n(C)c(=O)n3C)c1 (stereo not given)	-1%	4%	3%	2%	0%	4	-16%	i	6%
Cc1cccc(NC(=O)C2CCCC2)c1	-3%	2%	-10%	3%	4%	4	-5%	i	19%
COC(=O)[C@H](CC(C)C)NS(=O)(=O)c1ccccc1	-10%	-2%	10%	7%	1%	17	1%	i	0%
Cc1oc(-c2cccc(F)c2)nc1CN1CCCCC1CCc1ccccn1 (stereo not given)	-12%	0%	-10%	-5%	-8%	10	28%	?	0%
CCN(CC(=O)NCc1cccs1)C(=O)/C=C/c1cccc(Br)c1	13%	?	19%	-4%	0%	-10	?	i	-2%
Cc1cc(NC(=O)COC(=O)c2ccccc2NCCO)no1	-6%	0%	7%	36%	10%	13	20%	i	8%
COc1ccc(S(=O)(=O)N2CCOCC2)cc1NC(=O)C1CC(=O)N(c2ccc3c(c2)OCCO3)C1 (stereo not given)	.	.	0%	.	9%	4	?	i	4%
O=C(O)CSCc1cn2cc(Cl)ccc2n1	-1%	-8%	4%	2%	1%	21	0%	i	0%
CCOC(=O)C1=C(C)Nc2nnnn2C1c1cccnc1 (stereo not given)	1%	-7%	3%	0%	1%	16	13%	?	5%
COc1cc(NC(=O)COC(C)=O)c(C)cc1[N+](=O)[O-]	4%	-9%	10%	5%	8%	0	15%	i	2%
CCOC(=O)Cn1c(=O)n(CC2CCCO2)c2nc(-c3ccccc3)nc(C(N)=O)c21 (stereo not given)	.	.	27%	1%	.	.	?	i	.
CC1CN(CCOCCSc2ccc(Cl)cc2)CC(C)O1 (stereo not given)	-2%	3%	2%	.	-1%	0	?	.	-2%
CCC(=O)O/N=C(\N)c1ccc(Oc2cc(C)c(Cl)c(C)c2)c([N+](=O)[O-])c1	6%	16%	?	-28%	-1%	-18	0%	i	-4%
COCCNC(=O)c1cccc2c(-c3cnn(C)c3)coc12	.	.	0%	7%	0%	5	0%	i	7%
Cc1ccc(C)c(NC(=O)Cc2coc3cc4c(cc23)CCC4)c1	-7%	-1%	-1%	-10%	-2%	11	-28%	i	-4%
O=C(CN1C(=O)NC(c2ccccc2)(c2ccccc2)C1=O)NCc1ccccc1	4%	-8%	-15%	7%	-4%	-9	-11%	i	-6%
Cc1ccc2[nH]c3c(=O)n(CC(=O)Nc4ccccc4N4CCN(C)CC4)ncc3c2c1	21µM*	?	-12%	-6%	-9%	-5	8%	i	-3%
Cc1ccc(S(=O)(=O)NC2=NCN(CC(=O)O)CN2)cc1	-8%	1%	-15%	-9%	-1%	5	3%	i	2%
CCOC(=O)c1ccccc1NC(=O)c1c(F)c(F)c(F)c(F)c1F	?	21µM*	19%	-19%	6%	-69*	20%	i	4%
FC(F)(F)COc1cc(-c2nnc(SCc3ccccc3)n2Cc2ccco2)cc(OCC(F)(F)F)n1	-2%	0%	0%	-17%	-3%	-3	-4%	i	-7%
O=C(CSc1ncccc1C(=O)O)NC1CCCCC1	-3%	-3%	0%	.	4%	-17	4%	i	-3%
COc1ccc2sc(N3C(=O)CC(Cc4cccc(C)c4)C3=O)nc2c1 (stereo not given)	-7%	?	-12%	-9%	-6%	12	-18%	i	-1%
O=C(CC1C(=O)NCCN1C(=O)Nc1ccccc1)Nc1ccc2c(c1)OCO2 (stereo not given)	-7%	-8%	10%	2%	1%	-13	?	i	-5%
COc1cc(OC)cc(-c2c(Sc3ccccc3)c3cc(-c4ccc5c(c4)OCCO5)ccc3n2C)c1	.	.	-5%	0%	4%	9	17%	i	12%
CCOC(=O)c1c(C)sc(-c2c(-c3ccccc3)[nH]c3[nH]c(=O)[nH]c(=O)c23)c1O	.	.	-6%	-4%	.	.	6%	i	.
COCCCN(C(=S)NC(=O)C12CC3CC(CC(C3)C1)C2)c1c(N)n(Cc2ccccc2)c(=O)[nH]c1=O	-8%	20%	-2%	-5%	-17%	10	2%	i	0%
Cc1ccc(CNC(=O)Cc2ccc(Br)cc2)cc1	?	6.5µM*	?	-20%	8.2µM*	31	?	i	23µM*
Cc1ccc(CSc2nnc(-c3ccccc3N)c(=O)[nH]2)cc1	-5%	18%	-15%	-2%	-1%	-14	-18%	i	-1%
Cc1c(Cl)cccc1-n1ncc(C(=O)NCc2cccs2)c1C1CCN(C(=O)OC(C)(C)C)CC1	.	.	2%	0%	.	.	5%	i	.
Cc1ccc2nc3c(cc(C(=O)NCCCn4ccnc4)n3C)c(=O)n2c1	?	15µM*	18%	2%	?	-26	16%	.	17%
Cc1ccc(NC(=O)C2CCN(S(=O)(=O)c3ccc4c(c3)OCCO4)CC2)nc1	-68%[inhibitor]	-2%	0%	0%	-9%	-4	-7%	i	0%
CC(=O)c1ccc(N2CCN(C(=O)CCCn3c(=O)[nH]c4ccccc4c3=O)CC2)cc1	-2%	1%	-2%	13%	-6%	10	0%	i	-11%
CN(CC(N)=O)S(=O)(=O)c1ccc(F)cc1	-9%	-3%	3%	-2%	8%	-5	7%	i	-3%
O=C(CCc1nc(-c2ccccc2F)no1)NCc1ccco1	-1%	-5%	-3%	3%	-2%	10	-1%	i	1%
Cc1ccc(C(=O)CNc2cccc([N+](=O)[O-])c2)cc1	-40%	5%	-5%	-6%	4%	-10	-2%	i	0%
O=C(COC(=O)c1ccc(C(F)(F)F)cc1)NC(=O)NC1CCCC1	2%	?	5%	174%[activator]	-7%	6	12%	.	0%
O=[N+]([O-])c1ccc2c(c1)[nH]c(=S)n2-c1ccccc1	9%	7%	-1%	-11%	-12%	11	-22%	i	-21%
CC(=O)N1CCc2cc(S(=O)(=O)CCC(=O)NCc3ccc4c(c3)OCO4)ccc21	11%	-1%	18%	-7%	0%	-11	4%	i	-1%
COc1cc(NC(=O)C23CC4CC(C2)CC(n2cnc([N+](=O)[O-])n2)(C4)C3)cc(OC)c1	?	2%	?	11%	5%	-19	21µM*	i	7%
Cc1c(-c2ccccc2)sc(Br)c1C(=O)N1CCOCC1	5%	-1%	-5%	-4%	-9%	-6	0%	i	1%
CC12CCC(C(=O)N3CCN(c4ccccc4)CC3)(CC1=O)C2(C)C (stereo not given)	-1%	1%	6%	-6%	11%	-3	-16%	i	11%
O=C(OC1CCOC1=O)c1cncc(Br)c1 (stereo not given)	-1%[9.22 µM]	-16%	-1%	0%	-3%	0	17%	i	1%
CC(C)NC(=O)c1sc2c(c1C(=O)Nc1cccnc1)CCCC2	-25%	20%	0%	.	-1%	?	-20%	i	-4%
Cc1ccc(/C=N/NC(=O)c2nnn(-c3nonc3N)c2CSc2ccccc2)cc1	-7%	8%	1%	-14%	-3%	7	8%	i	7%
COc1ccc(-n2c(=O)c3ccccc3n(Cc3ccccc3C)c2=O)c(OC)c1	.	.	-4%	-18%	.	.	-21%	?	.
CC(=O)N1CCN(c2ccccc2NC(=O)c2cc(Br)ccc2Cl)CC1	?	25%	-30%	-4%	-1%	-5	-21%	i	-5%
CN(Cc1cccs1)C(=O)c1ccc(S(=O)(=O)N2CCCCC2)cc1	-1%	5%	5%	.	-5%	0	?	i	24%
Cc1ccc2nc(-c3ccc(Cl)cc3)c(CC3CCCCC3)n2c1	.	.	0%	8%	?	-3	10%	?	?
CCN(Cc1cc(=O)n2cc(Cl)c(C)c(Cl)c2n1)Cc1nc2ccccc2c(=O)[nH]1	6%	-44%[inhibitor]	8%	-6%	-16%	33	-18%	.	-8%
O=c1[nH][nH]c2c1[C@H](C1CCCC1)O[C@H](CCc1ccccc1)C2	.	.	-16%	0%	-1%	?	-17%	?	13%
COc1cccc(C(=O)Nc2ccc3nc(SCC(=O)N4CCc5ccccc54)sc3c2)c1	.	.	3%	12%	.	.	6%	i	.

Three entries out of the list above, sorted by their value in SW480 rereplic, descending.
| Molecule | SW480 rereplic | IL1B secr inh |
| --- | --- | --- |
| FC(F)(F)COc1cc(-c2nnc(SCc3ccccc3)n2Cc2ccco2)cc(OCC(F)(F)F)n1 | -2% | -3 |
| COc1cc(/C=N/NC(=O)c2ccc(O)cc2)ccc1OCC(=O)N1CC(C)OC(C)C1 (stereo not given) | -6% | 22 |
| O=C(CC1C(=O)NCCN1C(=O)Nc1ccccc1)Nc1ccc2c(c1)OCO2 (stereo not given) | -7% | -13 |

Bioassay records from PubChem.
